Assay outcomes (PubChem BioAssay)
MC4R antag cAMP: blocks human MC4R cAMP signaling | P32245 | MC4R-expressing cells, MTII-stimulated cAMP, LANCE TR-FRET | inhibition, % at 6.5 µM | 360,000 tested, 0.48% active;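 active = inhibition above its plate's cutoff, the mean of tested wells on that plate plus 3 SD, cut at about 29% in these data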;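 note: 0% = Melanotan II alone and 100% = Melanotan II plus saturating MCL0020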
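Assay system: human MC4R-expressing U2OS cells; reagent: Melanotan II stimulation of cells; dosing: 6.5 µM single dose; timing: compound 30 min, challenge 1 h, detection 1 h; signal: TR-FRET cAMP assay; replicates: one well per compound, no replicates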
Granule exo inh: blocks lytic granule exocytosis. TALL-104 LAMP-1 surface exposure, flow cytometry; cells stimulated with thapsigargin and PMA. inhibition, % at 10 µM. 360,000 tested, 0.66% active. AID 651702;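 active = inhibition above about 55%, limit read from the data; inconclusive = no clear call, values can overlap the other calls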
Cardio protect: modulators protecting cardiomyocytes from myocardial damage; H9c2 cardiomyocytes, H2O2 injury protection, ATPLite, 2 h; 360,000 tested, 0.63% active; protection from H2O2 cell death, % at 20 µM;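 active = compounds giving at least 50% protection of heart cells from peroxide-induced death in the single-dose screen, raw or plate-pattern-corrected value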;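 note: 0% = DMSO wells with peroxide and 100% = DMSO wells without peroxide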
ABHD5-PLIN5 inh: inhibitors of human ABHD5-perilipin-5 interaction. AID 602281. inhibition, % at 4 µM. Split G. princeps luciferase complementation, luminescence, 4 h. 360,000 tested, 0.78% active. Q00G26+Q8WTS1;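 active = inhibition above the mean inhibition across every tested compound plus 3 SD, cut at about 22% in these data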;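 note: 0% = DMSO only wells and the 100% control is not disclosed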
HTR2A ag: agonists of mouse serotonin 5-HT2A receptor (HTR2A); CHO-K1 mHTR2A beta-arrestin complementation, luminescence; percent of 30 µM serotonin response; activation, % at 7.6 µM; 360,000 tested, 0.66% active;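 active = activation above a run cutoff, the mean activation of all tested compounds plus 3 SD, cut at about 14% in these data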;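 note: 0% = plate median of compound wells and 100% = 30 µM serotonin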
MC4R ag barr: agonists of human melanocortin 4 receptor (MC4R) beta-arrestin; P32245; U2OS MC4R beta-arrestin complementation, luminescence; percent of melanotan II response, DMSO zero; activation, % at 8.9 µM; 360,000 tested, 0.98% active;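 active = activation above a per-plate cutoff, the mean activation of sample wells on that plate plus 3 SD, cut at about 8% in these data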
ABCB6 inh 2: blocks the human ABCB6 transporter | AID 602162 | K562-ABCB6 porphyrin accumulation, flow cytometry, 1 h; hits give low values | 360,000 tested, 0.19% active | Q9NP58 | fluorescence ratio to DMSO, % at 10 µM;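 active = fluorescence ratio to DMSO below 75%, the collection mean minus 3 SD; inconclusive = too few cells collected in the well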;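 note: signal is porphyrin accumulated inside mitochondria; 100% equals median channel fluorescence of DMSO control wells; lower ratio means ABCB6 inhibition with less porphyrin fluorescence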
Target sequence (Q9NP58 whole entry, looked up): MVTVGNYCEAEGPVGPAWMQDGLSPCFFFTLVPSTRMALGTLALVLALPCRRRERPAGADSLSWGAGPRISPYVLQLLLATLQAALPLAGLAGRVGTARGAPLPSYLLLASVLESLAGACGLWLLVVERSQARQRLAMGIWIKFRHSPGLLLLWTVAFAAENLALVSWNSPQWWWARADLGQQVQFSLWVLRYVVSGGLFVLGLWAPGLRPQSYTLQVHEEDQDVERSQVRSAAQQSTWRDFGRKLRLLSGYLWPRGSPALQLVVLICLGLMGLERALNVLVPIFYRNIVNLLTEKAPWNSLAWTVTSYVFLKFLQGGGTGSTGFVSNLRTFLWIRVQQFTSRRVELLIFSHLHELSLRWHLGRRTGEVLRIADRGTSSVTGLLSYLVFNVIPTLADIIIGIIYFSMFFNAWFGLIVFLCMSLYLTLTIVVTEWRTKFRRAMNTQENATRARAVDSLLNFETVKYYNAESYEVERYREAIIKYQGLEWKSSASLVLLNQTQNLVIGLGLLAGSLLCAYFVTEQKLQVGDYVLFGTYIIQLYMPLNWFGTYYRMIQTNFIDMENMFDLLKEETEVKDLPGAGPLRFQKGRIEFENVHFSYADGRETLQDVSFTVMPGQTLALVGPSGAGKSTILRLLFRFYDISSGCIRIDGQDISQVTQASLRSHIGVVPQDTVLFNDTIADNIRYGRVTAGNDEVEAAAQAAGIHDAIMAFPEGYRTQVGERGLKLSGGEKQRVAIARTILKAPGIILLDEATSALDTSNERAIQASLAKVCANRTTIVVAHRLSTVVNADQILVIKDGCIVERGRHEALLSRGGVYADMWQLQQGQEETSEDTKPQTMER
aDG glyco act: alpha-DG glycosylation activation; Pro5-aDG cells, alpha-DG glycosylation AlphaScreen (IIH6); 0% Pro5, 100% B10-LARGE cell signal; activation, % at 10 µM; 360,000 tested, 0.22% active; AID 624168;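 active = activation of at least 8% versus controls, or a plate z-score of at least 8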;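 note: Pro5 are CHO cells carrying HIG-tagged alpha-DG that lacks glycosylation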
hiPSC survival: enhancers of human iPSC single-cell survival; hiPSC single-cell survival, ATPlite luminescence; 100% = ROCK inhibitor wells, 0% = DMSO; survival enhancement, % at 20 µM; 360,000 tested, 0.044% active; in the data active = survival enhancement above about 18%;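 note: cells exposed to compounds for 16 hours before the ATP read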
Glyco luc inh: N-linked glycosylation inhibition. D54 ERlucT glycosylation luciferase reporter, 24 h; percent of 100 nM tunicamycin response. AID 588692. reporter increase, % at 12.5 µM. 360,000 tested, 0.23% active;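 active = mean luciferase reporter signal, scaled so untreated is 0 and the glycosylation-blocking control 100, at or above a set limit in every replicate; inconclusive = mean reaches the limit but not every replicate does; inactive = mean below the limit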;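 note: luciferase carries N-glycosylation sites so blocking glycosylation raises the light; 0% = median of neutral control wells and 100% = median of 100 nM tunicamycin wells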
An asterisk follows results filed as active; ? = inconclusive; . = not tested or not shown.

SMILES	MC4R antag cAMP	Granule exo inh	Cardio protect	ABHD5-PLIN5 inh	HTR2A ag	MC4R ag barr	ABCB6 inh 2	aDG glyco act	hiPSC survival	Glyco luc inh
Cc1cc(C(=O)N2CCC2(C)C(=O)Nc2ccc3[nH]ncc3c2)nn1C (stereo unspecified)	1	3	-1	-8	-4	-0.7	95	-0.1	-1.9	-1
Cc1ccc(OCc2nc3ccccc3n2C(C(=O)NC(C)(C)C)c2ccccc2)cc1 (stereo unspecified)	.	6	.	-1	-7	.	.	0.1	.	.
O=C(CSc1nc2cc(Cl)ccc2s1)NC(=O)NCc1ccco1	-8	-3	-2	22	-1	2.4	94	0.0	2.0	1
COc1ccc2c(=O)c(-c3ccccc3)c(C)oc2c1	-4	-4	4	-1	1	-0.8	97	0.2	0.8	3
O=C(NCc1cccs1)c1nc2c(nnn2Cc2ccccc2Cl)c(=O)[nH]1	4	0	-4	-1	9	-0.5	70*	-0.2	-1.3	-17
CCOc1ccccc1N(C)C(=O)c1sc2ncn(CC(=O)N3CCCCC3C)c(=O)c2c1C (stereo unspecified)	19	-9	3	-2	5	-0.4	172	-0.2	-0.3	0
Cn1c(N)c(C(=O)COC(=O)Cc2cccs2)c(=O)n(C)c1=O	7	7	8	4	7	-1.9	99	-0.1	1.9	3
CCCCN(C)CCNC(=O)Cn1ncc2c(=O)oc3ccc(C)cc3c21	6	-1	5	-1	-5	0.6	99	-0.3	-1.0	-1
COc1cccc(CN(C)C(=O)c2ccc(NS(=O)(=O)c3ccc4[nH]c(=O)[nH]c4c3)cc2)c1OC	-1	-1	-2	0	0	-3.7	95	-0.4	-0.5	0
CCOc1ccccc1-c1cc(C(=O)N/N=C/c2cccnc2)c2ccccc2n1	5	-1	4	3	-7	-1.8	98	0.0	1.8	-6
CCOc1ccccc1NC(=O)C1CCCN(S(=O)(=O)c2ccccc2)C1 (stereo unspecified)	3	-3	-2	-9	2	-1.6	91	0.6	-0.3	0
O=[N+]([O-])c1cccc(S(=O)(=O)Nc2ccccn2)c1	-4	?	3	-4	6	-1.9	101	0.3	-2.3	1
Brc1ccc(CSc2nnc(-c3ccco3)o2)cc1	5	0	-4	-3	-7	0.9	99	0.2	-1.3	2
Cc1nnc(NC(=O)c2ccc(N3CCCC3=O)cc2)s1	7	4	-3	-2	-4	-2.9	98	0.0	-0.4	-1
CS(=O)(=O)c1ccc(-c2nnn(CC(=O)Nc3ccc4c(c3)OCCO4)n2)cc1	2	2	-2	3	10	1.5	98	0.2	-0.2	-1
CCN(CC)S(=O)(=O)c1cccc(NC(=O)c2cccc(S(=O)(=O)N3CCCC3)c2)c1	2	2	-4	-5	4	-0.9	98	0.1	-0.4	-5
O=C(Nc1ccccc1)c1n[nH]c(Cn2cncn2)n1	10	1	3	1	0	1.1	102	-0.2	-0.6	2
COC(=O)C1=C(C)N(CCCC(=O)O)C(=O)NC1c1cc2c(cc1[N+](=O)[O-])OCO2 (stereo unspecified)	-1	0	4	0	3	-1.6	101	0.0	-1.2	3
Cc1cccc(/C=C2/Sc3ccc(C(=O)NCCN4CCCC4)cc3NC2=O)c1	-1	5	-10	2	-16	-3.4	102	8.2*	-0.4	-13
Cc1c(OCC(=O)N(C)C)ccc2c(-c3ccccc3)cc(=O)oc12	4	-8	5	2	-2	-1.2	99	0.0	-0.6	-1
Cc1ccnc2nc(C(=O)OCC(=O)NC3CCCC(C)C3C)nn12 (stereo unspecified)	7	-2	1	8	9	2.5	95	-0.2	0.2	3
Cc1nn(C)c(NC(=O)c2ccc([N+](=O)[O-])cc2)c1Cl	6	-1	8	6	-4	-0.5	101	0.0	-0.2	-3
COc1ccc(OCCN2CCC(C(=O)NC(c3ccc(Cl)cc3)c3cccnc3)CC2)cc1 (stereo unspecified)	3	-5	1	3	-8	-1.4	107	0.4	-1.2	0
O=C(CN(Cc1ccccc1)C(=O)c1cccc([N+](=O)[O-])c1)Nc1c(Cl)cc(Cl)cc1Cl	10	8	4	3	4	-0.6	96	0.1	0.0	-6
Cc1nc2ccc(S(=O)(=O)N(C)CC(=O)NC(C)c3ccccc3)cc2s1 (stereo unspecified)	10	-3	-2	-13	4	0.8	99	0.6	-0.8	1

Further records:
SMILES	MC4R antag cAMP	Granule exo inh	Cardio protect	ABHD5-PLIN5 inh	HTR2A ag	MC4R ag barr	ABCB6 inh 2	aDG glyco act	hiPSC survival	Glyco luc inh
Cc1cc(O)ccc1N/C=C1\CCCC1=O	3	1	0	-4	0	-0.9	99	-0.4	1.9	1
Cc1nn(C)c(C)c1/C=C(\C#N)C(N)=O	-1	-4	0	-6	-2	-2.4	99	0.0	2.8	2
COc1ncc(-c2ccc(N3C(c4ccsc4)=Cc4ccc(F)cc4C3CC(C)=O)cc2)cn1 (stereo unspecified)	.	-2	.	0	6	.	89	0.0	-0.3	.
C#CCOC(=O)c1csc2nnsc12	11	0	4	-2	0	-0.8	106	0.2	2.2	0
CCCNC(=O)CCn1nc(-c2ccc(C)cc2)c2ccccc2c1=O	28	6	8	-4	-5	1.2	101	0.4	-0.5	-2
CCc1ccc(NS(=O)(=O)c2cc3c4c(c2)CCN4C(=O)CC3)cc1	7	-5	-10	-4	4	-4.4	97	0.0	2.1	3
CCOC(=O)c1cc(C(=O)n2cc(Cl)cn2)nn1C	0	2	5	0	-2	-1.4	97	-0.1	-0.1	1
Clc1ccc2nc(CSc3nnc4ccccn34)cn2c1	-3	3	17	9	10	1.2	101	0.2	5.3	-14
CC(=O)/C(=C/c1ccccc1)C(=O)Nc1ccccc1C	21	4	-1	39*	1	3.0	101	0.5	-0.8	13
CCn1c(SCC(=O)Nc2nc(-c3ccccc3)cs2)nnc1-c1ccccc1	11	-1	7	3	6	1.2	91	-0.1	-0.7	-1
Clc1ccc(-c2nc3n(n2)Cc2ccccc2-3)cc1	3	-2	-6	-2	-4	0.1	101	-0.3	-4.0	-17
O=C(OCC(=O)N1CCCC1)c1cc(Cl)ccc1Cl	1	0	6	14	6	2.3	101	-0.1	0.1	3
O=C(NCc1ccc(F)cc1)C(c1ccccc1)N(C(=O)c1csnn1)C1CC1 (stereo unspecified)	3	-3	9	0	3	-0.9	106	-0.2	-0.6	-1
COc1ccc(C2=Nc3ccccc3N(C(=O)c3ccc(C)cc3)C2C(=O)NCc2ccccc2)cc1 (stereo unspecified)	.	5	.	-7	5	.	.	-0.1	.	.
O=C(O)CCc1nn2c3ccccc3n(CCN3CCCCC3)c2nc1=O	0	-4	2	4	3	-1.5	90	0.2	-1.7	1
CC1CC(C)CN(C(=O)C(C)N2CCN(S(=O)(=O)c3ccccc3F)CC2)C1 (stereo unspecified)	1	51	2	-1	1	0.3	95	0.1	-1.6	0
O=C(C#Cc1ccccc1)c1ccc([N+](=O)[O-])cc1	23	79*	-24	6	6	-4.2	85	-0.7	-6.4	1
CC(C)Oc1ccc(S(=O)(=O)N2CCOCC2)cc1NC(=O)CC1CCCC1	6	1	-3	-1	0	-3.9	95	-0.4	-0.5	1
Cc1cc(=O)n(CCc2ccccc2)c(O)c1C#N	4	-1	-3	-14	-5	-0.3	99	0.0	7.0	1
O=C(COc1ccccc1Cl)NNC(=O)c1ccc2c(=O)n3c(nc2c1)CCC3	2	-4	14	5	-3	-1.4	97	-0.3	1.2	4
COCC(C)NC(=O)C1c2ccccc2Oc2ccccc21 (stereo unspecified)	8	-8	6	2	7	-1.0	93	0.2	0.2	-2
COc1cc(C(=O)Nc2cccc(C)c2C)c(Br)c(OC)c1OC	8	-13	1	-5	0	1.3	79	0.2	-1.0	3
O=c1c2cc(N3CCOCC3)ccc2[nH]c(=S)n1CCCN1CCCCC1	9	1	8	-5	-2	1.6	96	0.0	-3.2	-4
COc1ccccc1NC(=O)c1sc2nc(N3CCOCC3)c3c(c2c1N)CCCC3	1	0	4	0	-3	-0.7	95	0.3	3.8	-1
Cc1cccc2cc(CN(CC3CCCO3)C(c3nnnn3Cc3ccco3)C(C)C)c(=O)[nH]c12 (stereo unspecified)	5	-5	18	9	2	-2.6	104	-0.1	1.4	1

Results in MC4R ag barr, for some of the entries so far:
SMILES	MC4R ag barr
COc1cccc(CN(C)C(=O)c2ccc(NS(=O)(=O)c3ccc4[nH]c(=O)[nH]c4c3)cc2)c1OC	-3.7
CCOc1ccccc1-c1cc(C(=O)N/N=C/c2cccnc2)c2ccccc2n1	-1.8
CCOc1ccccc1NC(=O)C1CCCN(S(=O)(=O)c2ccccc2)C1 (stereo unspecified)	-1.6

Further records follow.
SMILES	MC4R antag cAMP	Granule exo inh	Cardio protect	ABHD5-PLIN5 inh	HTR2A ag	MC4R ag barr	ABCB6 inh 2	aDG glyco act	hiPSC survival	Glyco luc inh
O=C(CSc1ncn[nH]1)N1CCN(c2nnc(-c3ccccc3)c3ccccc23)CC1	10	3	12	3	-4	-0.7	100	4.4	-1.1	-3
COc1ccc(NC2CCCN(C(=O)c3cc4ncccn4n3)C2)cc1 (stereo unspecified)	0	0	-5	-1	6	-2.4	104	0.0	0.2	4
CCc1ccc(NC(=O)CNC(=O)[C@@H]2Cc3ccccc3CN2)cc1	7	53	-5	0	4	-3.1	98	0.0	0.5	-1
CCCCN(C(=O)CCC(=O)Nc1cc(C)on1)C(C(=O)NC1CCCC1)c1ccc(OC)cc1 (stereo unspecified)	13	-1	0	4	4	0.8	96	0.1	-0.5	4
CN(Cc1ccccc1F)C(=O)COc1ccc(C(=O)c2ccccc2)cc1	7	?	-14	1	-3	0.4	93	0.2	-0.1	0
Cc1c(CN2CCC(CO)(CCOc3ccccc3)CC2)[nH]c2ccc(Cl)cc12	-8	64*	-8	22*	9	4.1	94	2.4	-1.5	-11
O=C(NCC(F)(F)F)c1[nH]c(C(F)(F)F)nc1-c1ccccc1	.	0	2	1	6	.	99	-0.1	0.5	0
N#CCCCN1C(=O)C(=C(C#N)C#N)c2ccccc21	5	2	-4	-8	6	-2.0	99	0.1	-4.1	3
COc1ccc(NS(=O)(=O)c2ccc3c(c2)N(C(C)=O)CCO3)c(OC)c1	-4	7	-2	9	5	-1.3	103	-0.6	0.8	0
COC(=O)[C@H](NC(=O)c1cc(-c2ccccc2)sc1N)C(C)C	.	12	.	-6	0	.	.	0.2	.	.
CCCNC(=O)C1(C)CCCN(C(=O)c2sccc2C)C1 (stereo unspecified)	6	18	0	6	1	-1.1	96	0.0	0.4	0
COc1ccc(N2CCN(CCC(=O)c3ccc4ccccc4c3)CC2)cc1	29*	-2	-20	16	1	-1.1	100	0.6	-0.6	-1
Cc1ccc2nc(N(CCN(C)C)C(=O)c3ccc4c(c3)OCCO4)sc2c1	-1	-4	11	7	-16	-2.3	99	0.0	-0.5	-4
CC1CCN(CCCCOc2ccccc2F)CC1	6	-10	-2	3	-3	-1.9	97	0.1	-0.2	0
CC(C)CN(CC(C)C)C(=O)CN1C(=O)NC2(CCc3ccccc3C2)C1=O (stereo unspecified)	-1	4	1	-11	-3	-1.5	98	-0.1	1.0	0
Cc1ccccc1CN1C(=O)C2(OCCCO2)c2ccccc21	15	3	0	-7	-3	0.2	99	0.3	-1.2	-4
